Assay outcomes (PubChem)
LGR2 inh – inhibitors of bursicon-induced LGR2 CRE-luciferase signal, primary screen, cell-based, HEK293, CRE-luciferase reporter, bursicon stimulation; Drosophila bursicon receptor LGR2 (rickets); bursicon-stimulated, 4 h; inhibition, % at 9.99 µM; actives 0.35% (n = 380,000);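 active means drop in luminescence signal, shown as inhibition above about 50% in the replicate tests, limit read from the data, passing the limit was not always enough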;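 further: agonist challenge used bursicon conditioned medium at about half maximal strength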
SIRT5 block – SIRT5 desuccinylase inhibitors, primary screen, biochemical, fluorescence imaging, single point, set 5; NAD-dependent protein deacylase sirtuin-5, mitochondrial (Homo sapiens), Q9NXA8; Purified SirT5, succinyl-peptide AMC, trypsin-coupled fluorescence; inhibition, % at 15 µM; actives 1.1% (n = 330,000); AID 652115, 2013; in the data active means inhibition above about 15%
Target sequence (Q9NXA8 whole entry, looked up): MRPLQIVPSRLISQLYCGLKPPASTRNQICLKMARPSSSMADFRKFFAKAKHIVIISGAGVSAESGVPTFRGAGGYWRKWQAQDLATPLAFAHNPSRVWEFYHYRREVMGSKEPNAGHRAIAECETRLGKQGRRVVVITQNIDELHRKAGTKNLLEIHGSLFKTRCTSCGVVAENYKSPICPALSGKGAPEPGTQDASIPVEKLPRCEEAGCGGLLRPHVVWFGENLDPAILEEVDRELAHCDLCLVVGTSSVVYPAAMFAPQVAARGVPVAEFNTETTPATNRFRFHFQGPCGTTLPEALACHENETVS
S100A4 inh HTS – inhibitors of S100A4-myosin IIA peptide binding, primary screen, biochemical, fluorescence polarization, TAMRA-MyoIIA peptide | Protein S100-A4 (Homo sapiens), P26447 | inhibition, % at 10.7 µM | actives 0.14% (n = 360,000) | AID 652163, 2013;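 active means mean inhibition of at least 70% across replicates, with every replicate also reaching that level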
Target sequence (P26447 whole entry, looked up): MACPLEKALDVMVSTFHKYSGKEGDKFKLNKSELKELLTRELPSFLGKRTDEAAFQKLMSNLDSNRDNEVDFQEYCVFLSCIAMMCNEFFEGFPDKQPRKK
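Material: S100A4 monomer (human). Medium: Calcium-containing HEPES buffer, pH 7.2. Probe or stimulus: labelled myosin peptide probe, 5 nM. Compound dosing: one concentration per compound. Timing: polarization read 5 min after assay mix addition, stable 5–60 min. Benchmarks: DMSO as neutral control, TFP as positive control.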
Statin myotox sup – suppressors of statin myotoxicity in C2C12 myotubes, primary screen, cell-based, single point, plate reader. C2C12 myotubes + simvastatin, ATP luminescence, 48 h; scaled: DMSO 0, geranylgeraniol control 100. rescue of ATP level, % at 7.49 µM. actives 0.78% (n = 330,000). AID 602340, 2012;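 active means mean ATP rescue above about 67%, or every replicate alone reaching that limit, limit read from the data, passing the limit was not always enough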;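 further: myotubes were challenged with 10 µM simvastatin during compound exposure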
Cneo AK release – Cryptococcus neoformans cell lysis inducers, primary screen, AK release luminescence, single concentration. AID 651654, 2012. C. neoformans lysis, adenylate kinase release luminescence, 4 h; normalised: neutral wells 0, clomiphene wells 100. actives 0.2% (n = 360,000). lysis activity, % at 15 µM;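 active means mean lysis activity across replicates of at least 80%, whatever share of replicates individually reach that level; inactive means mean lysis activity below 80%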
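Test system: log-phase Cryptococcus neoformans yeast cells; Quantity: yeast cell density of 5 × 10^6 cells/mL; Buffer or medium: YPD; Doses: single compound concentration per well; Timing: 4 h at 37 °C static, read 1 h later; Measured by: AK luminescence; Read-out basis: lysis from increased AK signal; Control set: Clomiphene as positive control.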
Xi reactivation – activators of inactive X chromosome reactivation, primary screen, imaging, XiGFP fibroblasts, GFP high-content imaging, set 2; XiGFP mouse fibroblasts, % GFP-positive cells imaging, 3 d; cells co-treated with 5-aza-dC sensitizer; scaled so ellipticine positive control = 100%; activation, % at 7.58 µM; actives 0.055% (n = 360,000);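 active means mean normalized replicate activation at least 10% and every replicate at or above 10%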;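 further: 0% = median of on-plate neutral control wells and 100% = ellipticine 6 µM median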
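System: XiGFP fibroblasts, SV40-immortalized. Medium: DMEM plus 5-aza-dC sensitizer. Doses: single point. Timing: 3 d treatment, 15 min room-temperature fixation. Control set: ellipticine 6 µM.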
PGC1a acetyl inh – inhibitors of PGC1a acetylation signal, primary screen, cell-based, U2OS, AlphaScreen, inhibitor mode; AlphaScreen anti-acetyl-lysine; with virally co-expressed GCN5 acetyltransferase; inhibition, % at 15.6 µM; actives 0.17% (n = 350,000);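 active means every replicate shows inhibition of at least 40%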;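 further: 0% = neutral control wells and 100% = positive control wells; some results beyond the cut were filed as inactive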
ERAP1 HTS inh – human ERAP1 aminopeptidase inhibitors, primary screen, biochemical, single point, plate reader; Endoplasmic reticulum aminopeptidase 1 (Homo sapiens), Q9NZ08; recombinant ERAP1, Leu-AMC fluorescence, 60 min; inhibition, % at 10.7 µM; actives 0.15% (n = 340,000); AID 652197, 2013;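 active means mean replicate inhibition of at least 30%, or all replicates individually reaching that 30% level; inactive means mean below 30% and not every replicate reaching it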;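 further: 0% = neutral control wells and 100% = L-leucinethiol positive control wells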
Numbers without * were called inactive; . = no result given.

SMILES | LGR2 inh | SIRT5 block | S100A4 inh HTS | Statin myotox sup | Cneo AK release | Xi reactivation | PGC1a acetyl inh | ERAP1 HTS inh
Cc1ccc(S(=O)(=O)Nc2ccc3c(c2)C(=O)N([C@@H](C)CO)C[C@@H](C)[C@H](CN(C)S(=O)(=O)c2ccc(C)cc2)OCCCC[C@H](C)O3)cc1 | 2 | 2 | 5 | . | -2 | 0.2 | -6 | -6
COc1cccc(CN(C)C[C@@H]2OCc3cnnn3CCCC(=O)N([C@@H](C)CO)C[C@@H]2C)c1 | -9 | 3 | 5 | 3 | -10 | -0.5 | 3 | 2
Cc1noc(C)c1CSc1nc2ccccc2c(=O)n1-c1ccc(Cl)cc1 | -15 | . | . | -45 | -1 | . | -12 | .
COc1ccc(C(=O)NC(=S)Nc2ccc3[nH]c(=O)[nH]c3c2)cc1Br | -11 | . | 1 | 25 | 1 | 0.1 | -9 | -2
Cc1cccc(-n2cc(-c3ccccc3)c3c(NN4CCOCC4)ncnc32)c1 | -7 | -7 | -18 | . | . | 0.0 | . | 0
C[C@@H]1CN([C@H](C)CO)C(=O)c2cccc(NC(=O)c3ccc(-c4nccs4)cc3)c2O[C@@H]1CN(C)C(=O)Nc1ccc(F)cc1 | 8 | 5 | -5 | 87* | -6 | -1.2 | 4 | 0
Cc1ccc(/C=C/C(=O)Nc2nnc(SCc3ccc(C#N)cc3)s2)o1 | -6 | -2 | 5 | . | . | -0.1 | -4 | 1
CC(C(=O)NN)n1nnc(N2CCOCC2)n1 (configuration not stated) | . | -4 | 0 | . | . | 0.0 | 8 | -2
CCOc1ccc(/C=C2\SC(=S)N(CCC(=O)O)C2=O)cc1 | -37 | -5 | -4 | . | . | -0.2 | 8 | 5
CCC(C)NC(=O)c1ccc(N2CC3CC(C2)c2cccc(=O)n2C3)c(NC(=O)c2ccc(Br)o2)c1 (configuration not stated) | 17 | 3 | -7 | -6 | -2 | 0.0 | 5 | 0
CO[C@H]1CN(C)C(=O)c2ccc(NC(=O)C3CCCC3)cc2OC[C@@H](C)N(C(C)=O)C[C@H]1C | -1 | 8 | 4 | -3 | 12 | -0.2 | 6 | 2
Fc1ccc(CNC2CCN(Cc3ccccc3)CC2)cc1 | 8 | 21* | 0 | 5 | -5 | 0.0 | 9 | -3
O=C(C[C@@H]1CC[C@@H]2[C@H](COC[C@@H](O)CN2Cc2cc(F)ccc2F)O1)NCc1ccc(Cl)cc1 | 9 | 5 | 10 | 1 | 2 | 0.4 | 8 | -1
COc1ccc(/C=C/C(=O)NNC(=O)C(C)Oc2ccccc2F)cc1OC (configuration not stated) | -44 | -2 | -2 | -6 | 0 | 0.0 | 2 | 5
CC1CN(S(=O)(=O)N2CCOCC2)CCN1S(=O)(=O)N1CCOCC1 (configuration not stated) | -2 | -5 | -6 | -2 | 1 | 0.0 | -5 | -2
O=C(Nc1ccc(F)cc1)Nc1ccc(N2CCOCC2)c2nonc12 | . | -2 | -4 | . | . | 0.3 | . | 1
O=C(COc1ccccc1/C=C1\SC(=O)NC1=O)Nc1ccc(F)cc1 | -1 | -3 | 0 | . | . | 0.1 | 7 | 15
Cc1ccc(C(=O)Nc2c3c(nn2C(C)(C)C)CS(=O)(=O)C3)cc1[N+](=O)[O-] | 9 | 0 | -2 | -14 | 1 | 0.2 | 9 | -2
O=C(C[C@H]1CC[C@H](NC(=O)c2ccc3c(c2)OCO3)[C@H](CO)O1)NCc1ccc(F)cc1 | 8 | 3 | 1 | 4 | 12 | -0.3 | 0 | -1
CN(C)c1ccc([N+](=O)[O-])cc1C(=O)O | -1 | 2 | 12 | . | 0 | 0.1 | . | 4
CCCCCCCCCCCCC(=O)CCCCC(=O)O | -8 | -1 | -5 | 2 | -1 | . | -4 | 0
CC(C)C[C@H](NC(=O)c1nc[nH]c1C(=O)N1CCC(C)CC1)C(=O)OC(C)(C)C | 10 | . | 4 | 5 | 3 | -0.1 | . | .
CC(C)(C)c1ccc(S(=O)(=O)NC(=O)C2(C)CCN2C(=O)c2cccc3ccccc23)cc1 (configuration not stated) | -5 | . | 46 | 7 | -2 | 0.1 | . | 1
O=C(NCc1cccc(Cl)c1)C1Cc2c(-c3cccc(F)c3)ccnc2O1 (configuration not stated) | 1 | -5 | -1 | -4 | -1 | 0.1 | -10 | 7
N#Cc1cc2sc3nnc(-c4ccncc4)n3c2cc1C#N | 3 | -2 | -6 | . | 11 | . | 1 | 8
SMILES | LGR2 inh | SIRT5 block | S100A4 inh HTS | Statin myotox sup | Cneo AK release | Xi reactivation | PGC1a acetyl inh | ERAP1 HTS inh
Cc1ccccc1NC(=O)c1ccc2nc(N3CCOCC3)sc2c1 | -23 | . | 2 | -9 | 1 | 0.2 | -2 | .
CC1(c2nc3ccccc3[nH]2)c2ccccc2C(=O)N1Cc1ccccc1 (configuration not stated) | 6 | . | -7 | . | . | 0.0 | . | 17
CO[C@H]1CN(C)C(=O)c2cc(NS(C)(=O)=O)ccc2OC[C@H](C)N(Cc2nccs2)C[C@H]1C | 14 | 14 | -2 | 6 | 1 | -0.1 | 2 | 1
CC1=C(C(=O)N(C)C)CC(CC(=O)NCCCN(C)C)C(=O)N1Cc1ccc(C(C)(C)C)cc1 (configuration not stated) | -16 | 1 | 5 | -2 | -1 | 0.0 | 0 | -5
CCN(CC(=O)NCc1ccncc1)S(=O)(=O)c1ccccc1 | 11 | -4 | -2 | -16 | 4 | 0.4 | . | 1
CN(C)S(=O)(=O)c1cccc(NC(=O)C(c2ccccc2)c2ccccc2)c1 | -12 | -1 | -6 | -29 | 0 | 0.1 | 4 | -2
COCC(=O)Nc1ccc2c(c1)[C@@H]1C[C@H](CC(=O)N(C)C)O[C@@H](CO)[C@@H]1O2 | -6 | -3 | -10 | -5 | -1 | 0.4 | -2 | -3
COc1ccc(OCC(=O)NCc2ccc(Cl)cc2)cc1 | -2 | -3 | -1 | 16 | -2 | 0.1 | . | 4
O=C(Nc1ccc(S(=O)(=O)NC2=NCCCCC2)cc1)c1ccccc1Cl | -7 | -6 | -5 | 1 | -1 | 0.2 | -2 | 2
C[C@H](CO)N1C[C@H](C)[C@H](CN(C)S(C)(=O)=O)Oc2c(NS(=O)(=O)c3ccc(Cl)cc3)cccc2C1=O | -11 | 1 | -19 | . | -1 | 0.0 | -5 | -1
CNCC[C@@H](Oc1ccc(C(F)(F)F)cc1)c1ccccc1 | -2 | -5 | 0 | -4 | 1 | 0.3 | . | 1
Fc1ccc2cnc(-c3ccccc3)c(-c3cc(C(F)(F)F)cc(C(F)(F)F)c3)c2c1 | -13 | . | -11 | 13 | 1 | 0.0 | 3 | 0
CC(C)C#Cc1ccc2c(c1)O[C@H](CN(C)CC1CCOCC1)[C@@H](C)CN([C@H](C)CO)S2(=O)=O | 4 | 2 | -8 | -35 | 0 | 0.1 | -15 | 2
CCC(=O)Nc1ccc2c(c1)C(=O)N(C)[C@H]1CC[C@@H](CC(=O)O)O[C@H]1CO2 | 1 | -2 | 1 | -21 | -2 | 0.5 | 1 | -2
CCCC(=O)Nc1ccc2c(c1)OC[C@@H](C)N(Cc1ccc(-c3ccccn3)cc1)C[C@@H](C)[C@@H](OC)CN(C)C2=O | 5 | 6 | 9 | 28 | -1 | -0.6 | -17 | 1
COc1cc(OC)cc(-c2cc3ncccc3cn2)c1 | -60 | -1 | -5 | 0 | 2 | 0.1 | . | 2
O=C1N=C(N2C=CC(=C3C=CNC=C3)C=C2)/C(=C/N=NC(=O)c2ccccc2)S1 | 3 | 4 | -4 | 4 | 1 | 0.0 | 2 | 1
O=C(CSc1nc2ccccc2s1)N1CCCCC1 | -26 | 1 | -9 | 1 | -5 | . | 0 | 3
CCNC(=O)Nc1ccc2c(c1)C(=O)N(C)[C@@H]1CC[C@H](CC(=O)NCc3ccccc3F)O[C@@H]1CO2 | -12 | 3 | 1 | -61 | 5 | 0.2 | -6 | -3
O=C(C[C@H]1CC[C@H]2NC[C@H](O)COC[C@@H]2O1)N1CCc2ccccc2C1 | 12 | -1 | 0 | 6 | -2 | 0.1 | -2 | 0
CCOc1ccc(-c2c(C(=O)N/N=C/C3CC=CCC3)nnn2-c2nonc2N)cc1 (configuration not stated) | -7 | -8 | -4 | -10 | 0 | 0.7 | 8 | 0
CCC(C)c1ccccc1NC(=O)C(C)OC(=O)CN1C(=O)NC(C)(C)C1=O (configuration not stated) | 8 | -2 | -1 | 1 | -3 | 0.4 | 4 | 4
O=C(OCc1ccc(Br)cc1)c1cnc(Cl)c(Cl)c1 | 16 | 3 | -1 | 9 | . | 0.0 | 9 | 2
O=C(N[C@H](Cc1ccccc1)C(=O)NCCCc1ccccc1)[C@H]1O[C@@H](n2ccc(=O)[nH]c2=O)[C@H](O)[C@@H]1O | 2 | -2 | 7 | . | . | 0.1 | . | 1
Cc1cccc(N=Nc2c(O)[nH]c3ccc(Br)cc23)c1 | -13 | -1 | -21 | 25 | -1 | 0.0 | 5 | 1

Quoted at random: 3 compounds from above.
SMILES | LGR2 inh | SIRT5 block | S100A4 inh HTS | Statin myotox sup | Cneo AK release | Xi reactivation | PGC1a acetyl inh | ERAP1 HTS inh
CC(C)C#Cc1ccc2c(c1)O[C@H](CN(C)CC1CCOCC1)[C@@H](C)CN([C@H](C)CO)S2(=O)=O | 4 | 2 | -8 | -35 | 0 | 0.1 | -15 | 2
COCC(=O)Nc1ccc2c(c1)[C@@H]1C[C@H](CC(=O)N(C)C)O[C@@H](CO)[C@@H]1O2 | -6 | -3 | -10 | -5 | -1 | 0.4 | -2 | -3
O=C(C[C@H]1CC[C@H]2NC[C@H](O)COC[C@@H]2O1)N1CCc2ccccc2C1 | 12 | -1 | 0 | 6 | -2 | 0.1 | -2 | 0

The list goes on:
SMILES | LGR2 inh | SIRT5 block | S100A4 inh HTS | Statin myotox sup | Cneo AK release | Xi reactivation | PGC1a acetyl inh | ERAP1 HTS inh
CC(C)c1ccc(NC(=O)C2CCN(c3ncnc4c3nc3n4CCCCC3)CC2)cc1 | -2 | -10 | 1 | -1 | -2 | 0.0 | -7 | -1
Cc1ccc(Cn2nc(C)c(/C=N/NC(=O)c3cccnc3)c2C)cc1 | -26 | -2 | 1 | . | . | 0.2 | . | -2
C[C@H](CO)N1C[C@H](C)[C@@H](CN(C)Cc2cccnc2)Oc2ncc(-c3ccccc3)cc2C1=O | -7 | 1 | 11 | 35 | -4 | -1.2 | -3 | 2
CO[C@@H]1CN(C)C(=O)c2ccc(NC(=O)c3cccc(F)c3)cc2OC[C@@H](C)N(CC2CC2)C[C@H]1C | 9 | 2 | 12 | . | . | 0.7 | 7 | 3
CCC(c1nnnn1Cc1ccc(F)cc1)N1CCN(C)CC1 (configuration not stated) | -1 | -1 | 13 | . | . | 0.1 | -10 | -1
Cc1cc(OCC#N)nc(N)n1 | 13 | -1 | -1 | 1 | 0 | 0.0 | 2 | -5
C[C@@H]1CN([C@H](C)CO)S(=O)(=O)c2ccc(C#Cc3cccnc3)cc2O[C@@H]1CN(C)CC1CCOCC1 | -21 | -2 | -6 | -4 | -1 | -1.1 | 2 | -2

Some of the compounds tested, so the mix of outcomes need not match the whole.
